Bioassay records: PubChem, National Center for Advancing Translational Sciences (NCATS)
Pf growth 48h: P. falciparum growth inhibition at 48 hours (one generation). hit rate 5.9% among 310,000. AID 504832. Potency, µM (highest dose often 28.7 µM), for the others: at the top dose activity change, negative = inhibition, usual class: inhibitors. P. falciparum luciferase growth in erythrocytes, 48 h; further: potency means the concentration at half of the fitted maximal effect; on the % scale 0 is the no-effect control and ±100 the full control effect
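A one-generation exposure of luciferase-tagged malaria parasites in RPMI 1640/Albumax erythrocyte culture, 37 C and 5% CO2. Inhibition is inferred from decreased luminescence after adding detection reagent.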
CHX counter: affects cycloheximide protein synthesis inhibition readout, counter-screen | hit rate 12% among 300,000 | AID 2314 | cell reporter, cycloheximide protein synthesis inhibition counterscreen | max response, %; in the data active means max response mostly above about 13%, no sharp cut-off; inactive means mostly below about 14%; further: read at 38.3 µM for the half of the compounds with a filed dose; 0% is about no effect
Pf growth 96h: P. falciparum growth inhibition at 96 hour, primary screen for plastid delayed-death inhibitors. P. falciparum luciferase reporter growth, 96 h. hit rate 6.9% among 320,000. Potency, µM (doses to about 28.7 µM), for inactives: top-dose activity change, negative = inhibition, hits mostly inhibitors; further: potency means the concentration at half of the fitted maximal effect; on the % scale 0 is the no-effect control and ±100 the full control effect
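Readout is luminescence from an integrated firefly luciferase in P. falciparum. Red cells, 2% hematocrit and 0.05% parasitemia final, were cultured with compound through two parasite generations (96 hours) at 37 C, 5% CO2.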
HCV inh: blocks hepatitis C virus; Potency, µM (titrated, usually from 41.8 µM), for inactives: top-dose activity change, negative = inhibition, most hits filed as inhibitors; AID 651820; hit rate 3.4% among 340,000; Huh7.5.1 HCVcc-Cre infection, luciferase reporter, 44 h; further: potency means the concentration at half of the fitted maximal effect; on the % scale 0 is the no-effect control and ±100 the full control effect
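Whole-lifecycle infectious HCVcc-Cre system; cells 1,000/well, compound then virus (~0.5 moi) added 4 h after plating, 44 h culture. Luciferase read 15 sec following 15 min substrate incubation, room temp.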
LmPK inhibitor: inhibitors of Leishmania mexicana pyruvate kinase | AID 1721 | Q27686 | purified LmPK, Kinase-Glo ATP luminescence, 1 h | Potency, µM (top dose mostly 57.5 µM), without a hit: at the highest dose activity change, negative = inhibition, usual class: inhibitors | hit rate 0.37% among 290,000; further: potency means the concentration at half of the fitted maximal effect; on the % scale 0 is the no-effect control and ±100 the full control effect
Target sequence (Q27686 whole entry, looked up): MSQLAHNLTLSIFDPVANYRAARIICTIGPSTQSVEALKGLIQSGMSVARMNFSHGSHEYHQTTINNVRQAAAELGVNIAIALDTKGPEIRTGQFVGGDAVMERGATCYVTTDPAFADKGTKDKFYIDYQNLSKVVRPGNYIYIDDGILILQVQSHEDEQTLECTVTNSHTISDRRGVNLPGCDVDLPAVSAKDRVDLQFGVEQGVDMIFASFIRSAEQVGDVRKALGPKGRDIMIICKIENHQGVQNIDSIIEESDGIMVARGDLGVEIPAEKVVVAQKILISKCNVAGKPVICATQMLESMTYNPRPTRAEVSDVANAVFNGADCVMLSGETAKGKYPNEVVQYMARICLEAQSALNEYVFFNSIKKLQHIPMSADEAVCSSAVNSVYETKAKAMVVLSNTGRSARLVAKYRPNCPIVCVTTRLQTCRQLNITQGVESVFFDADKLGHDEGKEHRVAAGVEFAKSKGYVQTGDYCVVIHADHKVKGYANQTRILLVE
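Purified LmPK (0.1 nM) with 0.5 mM PEP and 0.1 mM ADP in imidazole buffer pH 7.2 with MgCl2/KCl, 1 h at room temperature. ATP formed was read by luciferase luminescence and normalized to no-enzyme and uninhibited controls.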
Shiga toxin inh: inhibitors of Shiga toxin in Vero cells; inhibition, % at 38.7 µM; Vero cells, Shiga toxin protein synthesis inhibition reporter; hit rate 9.2% among 290,000; in the data active means inhibition mostly above about 28%, no sharp cut-off; inactive means mostly below about 43%; further: 0% is about no effect
Tb PYK inh: T. brucei pyruvate kinase inhibition | Q57TT1 | TbPYK enzyme, Kinase-Glo Plus ATP luminescence, 45 min | Potency, µM (titrated, usually from 76.8 µM), inactives show top-dose activity, negative = inhibition, most hits filed as inhibitors | hit rate 0.12% among 410,000 | AID 624173; further: potency means the concentration at half of the fitted maximal effect; on the % scale 0 is the no-effect control and ±100 the full control effect; nearly all actives have a fitted effect of over 50% in size
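Activity of T. brucei pyruvate kinase was followed by Kinase-Glo Plus luminescence after the enzyme reacted 45 min at room temperature with 130 uM ADP (final) and substrate. Test compounds were added before ADP at multiple concentrations.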
An asterisk follows results filed as active; ? = inconclusive; nt = no result given; & = joins results of further samples; [ ] = dose if it differs, or a comment. Unless noted, the call rests on the fitted dose curve; in most records, active means well fitted curve in the direction sought with a large enough effect; inconclusive means small, poorly fitted or top-dose-only effect, or another doubt; inactive means no such curve, though single readings can be large; an effect the other way counts as inactive or inconclusive.

SMILES | Pf growth 48h | CHX counter | Pf growth 96h | HCV inh | LmPK inhibitor | Shiga toxin inh | Tb PYK inh
Cc1ccccc1NC(=O)Cc1nc(-c2ccc3ccccc3c2)cs1 | 1% | 6 | -19% | -1% | -5% | 7 | -4%
O=C(NC12CC3CC(CC(C3)C1)C2)c1ccccc1O | 7.4µM* | 16 | nt | 3% | -4% | 41 | -1%
O=C(C[n+]1ccc(C(=O)N/N=C/c2ccc(Br)cc2)cc1)c1ccccc1 | nt | 6 | 1% | -10% | -11% | 31 | 3%
Cc1ccc(C(=O)CCC(=O)Nc2ccccc2F)cc1 | 57%[activator] | 33* | 148%[activator] | 0% | -4% | 39 | 2%
O=c1nc(N2CCCCC2)nc(Nc2ccccc2)[nH]1 | nt | -1 | 17% | 16% | 13% | -6 | -10%
N#CC1=C(SCC(=O)Nc2ccc(C(=O)O)cc2)NC(=O)CC1c1ccco1 (stereo unspecified) | 38%[activator] | 10 | 16% | 14% | 0% | -3 | -20%
COc1ccc(N2CC(O)(c3ccc(C)cc3)[N+]3=C2CCCC3)cc1 (stereo unspecified) | -7% | -6 | ? | -14% | 1%[11.5 µM] | -5 | 5%
O=C(O)c1cc2nc(-c3cccs3)cc(C(F)(F)F)n2n1 | 36%[activator] | -2 | 0% | 23% | 1% | 9 | 0%
N#CCCN(C(=O)COC(=O)C1=NNC(=O)CC1)c1ccccc1 | ? | nt | 17% | 20% | nt | nt | -2%
CCN(CC)C1CCN(C(=O)c2ccc3nc(Cc4ccc(OC)cc4)oc3c2)C1 (stereo unspecified) | ? | -3 | ? | 15% | -3% | -6 | 0%
Nc1nnc(SCC(=O)Nc2cc(S(=O)(=O)N3CCOCC3)ccc2Cl)s1 | -1% | -1 | ? | 3% | -1% | -11 | -4%
CC(NC(=O)c1ccc(F)cc1)C(=O)NC1=NCCS1 (stereo unspecified) | 38%[activator] | 1 | ? | 10% | 1% | -1 | -11%
CC(C)C(NC(=O)C12CC3CC(CC(C3)C1)C2)C(=O)O (stereo unspecified) | 15% | -2 | nt | 3% | -1% | 5 | -15%
O=C(NCCN1CCOCC1)c1ccc2ccccc2c1 | 43%[activator] | 4 | 57%[activator] | 10% | -7% | 9 | 0%
Cc1cc(C)n(-c2ccc(C(=O)N3CC(C)OC(C)C3)cc2)n1 (stereo unspecified) | -2% | -8 | -10% | 20% | 5% | -8 | 2%
CC[C@@H](Nc1ncnc2c1oc1ccccc12)C(=O)O | 26% | -2 | -39% | 8% | -3% | -11 | -6%
COc1cc(OC)cc(-c2c(-c3ccc(F)cc3)c3cc(-c4ccc5cc[nH]c5c4)ccc3n2C)c1 | 5.2µM* | nt | 5.2µM* | 10µM* | nt | nt | -6%
COc1cccc(C(=O)Nc2ccccc2NC(=O)c2cccc(OC)c2)c1 | 29% | -1 | 15µM* | -3% | 6% | nt | -11%
COc1ccc(OC)c(-c2nnc3n2N=C(c2ccc(OC)c(OC)c2)CS3)c1 | 5.9µM* | -8 | 3.3µM* | nt | nt | 8 | -15%
Cc1[nH]nc2c1C(c1ccsc1)C1=C(CC(C)(C)CC1=O)N2 (stereo unspecified) | ? | -3 | ? | 4% | -2% | 17 | 6%
COc1ccccc1N(CC(=O)NCc1ccc2c(c1)OCO2)C(=O)CCC(=O)Nc1nccs1 | ? | -3 | -17% | 0% | -1% | -4 | 7%
O=S(=O)(c1ccc2ccccc2c1)N(CC(O)CN1CCOCC1)c1ccccc1 (stereo unspecified) | -31% | -4 | 30%[activator] | -5% | 3% | -11 | -11%
COc1ccc(NC(C)C(=O)N/N=C/c2ccccc2OCc2ccc(Br)cc2)cc1 (stereo unspecified) | 9.3µM* | 35* | 67%[activator] | ? | 3% | 145* | 1%
COc1cc(/C=N/NC(=O)c2ccc(CN3c4cccc5cccc(c45)S3(=O)=O)cc2)cc(OC)c1O | -24% | -2 | -28% | ? | 0% | 16 | 3%
N#Cc1nc(NCC(F)F)nc(Nc2cc(F)cc(F)c2)n1 | 10µM* | nt | ? | nt | nt | nt | -3%
Cc1cccc(N2CC(C(=O)Nc3ccccc3N3CCCC3)CC2=O)c1C (stereo unspecified) | ? | nt | 5.2µM* | -1% | nt | nt | -7%
COc1cccc(/C=C2\SC(=S)N(CCC(=O)N3CCCCC3CCO)C2=O)c1 (stereo unspecified) | ? | 26 | ? | ? | 5% | 16 | -2%
O=C(Nc1ccc2c(c1)CCC2)C1COc2ccccc2O1 (stereo unspecified) | 109%[activator] | 58* | ? | -17% | -3% | 40* | 6%
CCC(C)NC(=O)c1c(-c2cc(Cl)c(OC)c(Cl)c2)noc1C (stereo unspecified) | 0% | -1 | ? | -1% | -2% | -10 | -3%
CC(C)Cc1cc(CN2CCC(CO)(Cc3cccc(C(F)(F)F)c3)CC2)[nH]n1 | -1% | -3 | ? | -28% | ? | -5 | -10%

Whole records as entered above. Order of values: Pf growth 48h	CHX counter	Pf growth 96h	HCV inh	LmPK inhibitor	Shiga toxin inh	Tb PYK inh
CC(NC(=O)c1ccc(F)cc1)C(=O)NC1=NCCS1 (stereo unspecified) is listed with 38%[activator]	1	?	10%	1%	-1	-11%
COc1ccc(N2CC(O)(c3ccc(C)cc3)[N+]3=C2CCCC3)cc1 (stereo unspecified) is listed with -7%	-6	?	-14%	1%[11.5 µM]	-5	5%
CC(C)Cc1cc(CN2CCC(CO)(Cc3cccc(C(F)(F)F)c3)CC2)[nH]n1 is listed with -1%	-3	?	-28%	?	-5	-10%
Cc1cc(C)n(-c2ccc(C(=O)N3CC(C)OC(C)C3)cc2)n1 (stereo unspecified) is listed with -2%	-8	-10%	20%	5%	-8	2%
CC(C)C(NC(=O)C12CC3CC(CC(C3)C1)C2)C(=O)O (stereo unspecified) is listed with 15%	-2	nt	3%	-1%	5	-15%

Additional entries follow.
SMILES | Pf growth 48h | CHX counter | Pf growth 96h | HCV inh | LmPK inhibitor | Shiga toxin inh | Tb PYK inh
O=C(CN1C(=O)c2cccnc2C1=O)c1ccccc1 | 43%[activator] | 7 | 44%[activator] | -6% | 1% | 13 | 1%
Cc1ccc(-c2[nH]nc3c2C(c2ccc(OC(=O)N4CCOCC4)cc2)C(C#N)=C(N)O3)cc1 (stereo unspecified) | 1% | 7 | 28% | -7% | 1% | 4 | 2%
O=[N+]([O-])c1ccc(F)cc1Oc1nc(-c2cccnc2)nc2ccccc12 | ? | -7 | 4% | ? | 15% | -16 | 5%
O=c1cnnc(Nc2ccc(F)cc2)[nH]1 | 4% | -2 | -41% | 15% | 0% | 22 | 3%
CCN(CC)Cc1c(C(=O)N/N=C/c2ccncc2)nnn1-c1nonc1N | -13% | -2 | -5% | -8% | -4% | 10 | -5%
O=C(Nc1ccn(Cc2ccccc2)n1)c1ccc(F)cc1 | 90%[activator] | 45* | 3% | -19% | -4% | 85* | 7%
CC1CN(C(=O)COC(=O)c2cc(=O)c3ccccc3o2)CC(C)O1 (stereo unspecified) | 15% | -3 | 23% | 9% | 6% | -12 | 7%
COc1ccccc1NC(=O)CSc1nnc(COc2ccccc2C)o1 | 15% | 2 | -7% | ? | -3% | -5 | 2%
Cc1ccc(C(C)NC(=O)C2CCCC2)cc1C (stereo unspecified) | ? | 1 | ? | -8% | 2% | -9 | 6%
Cc1cc(C(=O)CN2C(=O)C(=O)N(C)C2=O)c(C)n1-c1cccc(S(=O)(=O)N2CCOCC2)c1 | -14% | -3 | -5% | -22% | 3% | -1 | -4%
COc1ccc(CCNC(=O)CSc2nnnn2-c2ccc(OC)c(OC)c2)cc1OC | -8% | 13 | ? | -18% | -1% | -18 | -6%
Cc1ccc2nc(SCC(=O)Nc3cccc(S(N)(=O)=O)c3)[nH]c2c1 | 8% | 6 | 90%[activator] | 2% | 3% | -4 | -2%
CC(C)C(NS(=O)(=O)c1ccccc1F)C(=O)OCC(=O)NCc1ccco1 (stereo unspecified) | -7% | nt | -3% | 4% | nt | nt | 1%
COc1cccc(NC(=O)c2cc(-c3cccnc3)nc3c(Cl)cccc23)c1 | 2.1µM* | -3 | 1.9µM* | -24% | 1% | -8 | -8%
O=C(CCCN=C1NS(=O)(=O)c2ccccc21)OCc1ccccc1 | -1% | nt | 0% | ? | nt | nt | 5%

2 records picked at random from those above, as already listed:
SMILES | Pf growth 48h | CHX counter | Pf growth 96h | HCV inh | LmPK inhibitor | Shiga toxin inh | Tb PYK inh
O=C(Nc1ccn(Cc2ccccc2)n1)c1ccc(F)cc1 | 90%[activator] | 45* | 3% | -19% | -4% | 85* | 7%
Cc1ccc(-c2[nH]nc3c2C(c2ccc(OC(=O)N4CCOCC4)cc2)C(C#N)=C(N)O3)cc1 (stereo unspecified) | 1% | 7 | 28% | -7% | 1% | 4 | 2%

New compounds follow
SMILES | Pf growth 48h | CHX counter | Pf growth 96h | HCV inh | LmPK inhibitor | Shiga toxin inh | Tb PYK inh
COc1ccccc1NC(=O)Cn1nnc2sc3c(c2c1=O)CC(C)(C)OC3 | -9% | 1 | -14% | -13% | 1% | -7 | 5%
COCCNC(=O)c1cccc(S(=O)(=O)N2CC3(C)CC2CC(C)(C)C3)c1 (stereo unspecified) | -7% | nt | ? | 23% | nt | nt | -4%
Cc1ccc(S(=O)(=O)N2CCCC2C(=O)O)s1 (stereo unspecified) | nt | -1 | -2% | 23% | -3% | -7 | -3%
CCOc1ccc(CCN2C(=O)C3C4C=CC(C4)C3C2=O)cc1OCC (stereo unspecified) | 4% | -3 | 5% | -8% | 0% | 7 | 5%
Cc1ccc(CNS(=O)(=O)c2ccc(F)c(F)c2)n1C | -1% | 1 | 3% | 7% | 1% | 4 | -7%
Cc1c(Br)c([N+](=O)[O-])nn1C(C)C(=O)NCc1ccco1 (stereo unspecified) | 3% | -1 | 23% | 21% | -4% | 0 | -4%
O=C(NCc1ccccc1)C(c1ccccc1)N(C(=O)c1csnn1)c1ccc(F)cc1 (stereo unspecified) | -14% | -4 | 7% | -20% | 0% | -4 | -6%
CC(C)CCOc1ccc(C(=O)CCNC(C)C(=O)O)cc1 (stereo unspecified) | 7% | 6 | 51%[activator] | 11% | 6% | -3 | nt
COC(=O)C1=C(c2ccc(-c3ccccc3)c(F)c2)C[C@@H]2CC[C@H]1N2C(=O)NC1CCCCC1 | ? | nt | ? | ? | nt | nt | 0%
CC(C)C(=O)Nc1cccc(NC(=O)c2cccc([N+](=O)[O-])c2)c1 | 32%[activator] | 0 | -15% | -23% | -1% | -8 | 1%
CC(C)(C)C1CCc2onc(C(=O)O)c2C1 (stereo unspecified) | -10% | -2 | 1% | -8% | 1% | -17 | -5%
Cc1cc(=O)oc2cc(OCC(O)Cn3ccnc3)ccc12 (stereo unspecified) | 38%[activator] | -1 | 0% | 2% | 2% | nt | 3%
CN(CC(O)COC(c1ccccc1)c1ccccc1)C1CCCCC1 (stereo unspecified) | ? | -2 | ? | -14% | 3% | -12 | 3%
CN(C(=O)COc1cc(=O)n(C)c2ccccc12)c1ccc(Br)cc1 | ? | 5 | 10µM* | 8%&0% | -4% | -5 | -1%
COc1ccc(/C=C/C(=O)Nc2ccc(C34CC5CC(CC(O)(C5)C3)C4)cc2)cc1OC | 51%[activator] | 37* | -16% | ? | 2% | 91* | -2%
O=C(CNc1cccc(F)c1)Nc1cccc(S(=O)(=O)N2CCCCC2)c1 | 14% | nt | 34%[activator] | ? | nt | nt | -7%
CN1C(=O)C(O)(C2CCCCCC2=O)c2ccccc21 (stereo unspecified) | -11% | -2 | -7% | 2% | -9% | -5 | 2%
